TRPC4 block – TRPC4 (mouse) channel inhibition; Q9QUQ5; HEK293 TRPC4beta/mu-opioid, DAMGO-evoked Fluo4 calcium flux; active compounds read low; B-score at 10 µM; 300,000 tested, 0.39% active;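 active = B-score over 3 SD under the library average, no early fluorescence shift, positive overall ratio signal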
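Material: HEK293 cells with stable TRPC4beta plus mu-opioid receptor expression / Probe or stimulus: DAMGO in two steps, submaximal then maximal / Compound: single concentration per test compound / Technique: kinetic Fluo4 fluorescence imaging of calcium influx / Read-out: per-well B score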
SKKanGAS inh – SKKanGAS growth inhibition. S. pyogenes SKKanGAS, kanamycin growth, BacTiter-Glo, 6 h. inhibition, % at 7.5 µM. 300,000 tested, 1.3% active. AID 1662;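 active = mean replicate score, as percent of positive control median, at least 50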;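 also: strain carries kanamycin resistance gene driven by streptokinase promoter and grows in 40 µg/ml kanamycin; loss of luminescence reflects streptokinase promoter inhibition or plain growth inhibition; 0% = median of DMSO wells and 100% = positive control at its reference dose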
TRPC6 inh – inhibitors of mouse TRPC6 channel. HEK293-TRPC6, membrane potential dye, ACh-evoked depolarization; active compounds read low. B-score at 10 µM. 310,000 tested, 1.1% active. AID 2553;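 active = B-score under library mean minus 3 SD, initial fluorescence not abnormally high, positive integrated signal ratio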;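 also: B-score derived from integrated fluorescence ratio over the kinetic read; more negative B-score means stronger inhibition of depolarization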
TRPC6 act – mouse TRPC6 channel activation; Q61143; HEK293-TRPC6 membrane potential dye fluorescence; active compounds read high; B-score at 10 µM; 310,000 tested, 0.13% active; AID 2550;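 active = B-score of the integrated fluorescence ratio above library mean plus 3 SD, and starting fluorescence ratio within library mean plus 5 SD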;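 also: higher score means more depolarization so channel activation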
TRPC4 potent – allosteric potentiators of mouse TRPC4 channel; 310,000 tested, 0.42% active; HEK293 TRPC4beta/mu-opioid, DAMGO EC20, Fluo-4 Ca2+ flux; active compounds read high; Q9QUQ5; AID 2227; B-score at 10 µM;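 active = B-score of calcium response area above 5 SD of library B-scores, with initial fluorescence ratio within 5 SD of library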;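 also: B-score of integrated fluorescence ratio over time as area under calcium response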
aSyn 5UTR inh – MLPCN primary screen, SNCA 5' untranslated region; alpha-synuclein 5'UTR reporter, inhibitor activity; 300,000 tested, 0.82% active; inhibition, % (tested at 7.5 µM); in the data active = inhibition above about 60%;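 also: H4 neuroglioblastoma cells stably carrying SNCA 5'UTR luciferase fusion; 0% = DMSO wells and 100% = positive control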
KLF5 inhibitor – suppresses KLF5 promoter-driven expression; AID 1700; 290,000 tested, 0.23% active; inhibition, % at 5 µM; DLD-1 KLF5 promoter-luciferase reporter, luminescence;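 active = inhibition above a per-plate limit of that plate's mean compound inhibition plus 3 SD, cut at about 60% in these data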;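 also: 0% = DMSO wells and 100% = LY294002 at 200 µM; higher means less KLF5 promoter-driven luciferase light; inactives centre near -14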
IEC-6 tox – kills IEC-6 intestinal cells in KLF5 counter-screen | inhibition, % at 5 µM | IEC-6 cytotoxicity, luminescence viability | 290,000 tested, 0.78% active; in the data active = inhibition above about 22%;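 also: 0% = plate median of test compound wells and 100% = cytotoxic reference compound wells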
TRPC4 act – TRPC4 (mouse) channel activation | HEK293 TRPC4beta/mu-opioid, Fluo4 calcium fluorescence; active compounds read high | B-score at 10 µM | 310,000 tested, 0.49% active;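 active = B-score above 5 SD of library B-scores, and initial fluorescence ratio not above library mean plus 5 SD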;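 also: positive B-score marks a calcium rise read as TRPC4 activation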
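Incubation: 45 min room-temperature Fluo4 loading, 110 s read / System: HEK293 cells stably co-expressing mouse TRPC4beta and mu-opioid receptor / Signal: Fluo4 fluorescence, kinetic / Control set: buffer (low) and maximal DAMGO (high) / Measure: integrated baseline-normalised fluorescence ratio, converted to per-well B score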
MrgX1 antag – antagonists of human MrgX1 receptor. AID 588676. MRGX1-HEK293 calcium flux, Fluo-4, BAM8-22 antagonism; active compounds read low. 310,000 tested, 1.3% active. Q96LB2. B-score at 10 µM;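 active = calcium-response B-score plate-corrected more than 3 library SD below zero, starting fluorescence within 5 deviations, no agonist response on first addition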;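 also: peak minus trough fluorescence over baseline after final BAM8-22 challenge near maximal dose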
Target sequence (Q96LB2 whole entry, looked up): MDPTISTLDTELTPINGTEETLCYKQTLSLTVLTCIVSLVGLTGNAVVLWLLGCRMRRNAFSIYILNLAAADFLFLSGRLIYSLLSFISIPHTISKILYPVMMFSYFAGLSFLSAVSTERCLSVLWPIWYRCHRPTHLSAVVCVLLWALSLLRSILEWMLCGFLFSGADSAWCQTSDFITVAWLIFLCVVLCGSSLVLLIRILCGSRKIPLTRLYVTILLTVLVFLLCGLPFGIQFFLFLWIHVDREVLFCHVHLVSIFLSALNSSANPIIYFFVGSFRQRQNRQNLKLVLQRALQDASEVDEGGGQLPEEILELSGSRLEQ
HIF act – HIF pathway transcriptional activation | AID 1910 | activation, % at 7.5 µM (by protocol) | U2OS HRE-luciferase reporter, luminescence; normalized: DMSO 0%, desferrioxamine 100% | 300,000 tested, 0.32% active;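 active = mean activation of at least 10% of the iron chelator positive control signal, with at least half of replicates also reaching 10%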
The depositor's hits bear a star. Rows are unselected; overall some 5.8% were active at least once.

O=C(NCc1ccccc1Cl)c1cccc(OC2CCN(C(=O)C3CC3)CC2)c1 was read as TRPC4 block inactive, SKKanGAS inh 14, TRPC6 inh inactive, TRPC6 act inactive, TRPC4 potent inactive, aSyn 5UTR inh -2, KLF5 inhibitor -15, IEC-6 tox -3, TRPC4 act inactive, MrgX1 antag inactive and HIF act -0.1.
`Cn1c(=O)cc(-c2ccccc2)c2ccccc21` gave TRPC4 block inactive, SKKanGAS inh -1, TRPC6 inh inactive, TRPC6 act inactive, TRPC4 potent inactive, aSyn 5UTR inh 19, KLF5 inhibitor -10, IEC-6 tox 6, TRPC4 act inactive, MrgX1 antag inactive and HIF act -0.2.
Cc1cccc(N2CCN(C(=O)c3ccc(NC4=NC5CS(=O)(=O)CC5S4)cc3)CC2C)c1 (stereo not drawn) was read as TRPC4 block inactive, SKKanGAS inh 4, TRPC6 inh inactive, TRPC6 act inactive, TRPC4 potent inactive, aSyn 5UTR inh 8, KLF5 inhibitor -4, IEC-6 tox 0, TRPC4 act inactive, MrgX1 antag inactive and HIF act 0.1.
COC(=O)NNC(=O)COc1ccccc1C was read as TRPC4 block inactive, SKKanGAS inh 3, TRPC6 inh inactive, TRPC6 act inactive, TRPC4 potent inactive, aSyn 5UTR inh 8, KLF5 inhibitor -26, IEC-6 tox -4, TRPC4 act inactive, MrgX1 antag inactive and HIF act -0.6.
Screening CC(C)COC(=O)Cn1cnc2ccc(Br)cc2c1=O returned TRPC4 block inactive, SKKanGAS inh -1, TRPC6 inh inactive, TRPC6 act inactive, TRPC4 potent inactive, aSyn 5UTR inh 3, KLF5 inhibitor -7, IEC-6 tox -2, TRPC4 act inactive, MrgX1 antag inactive and HIF act 1.5.
`COc1ccc(/C=C\C(=O)c2c(O)ccc3c(C)cc(=O)oc23)cc1` gave TRPC4 block inactive, SKKanGAS inh 26, TRPC6 inh inactive, TRPC6 act inactive, TRPC4 potent inactive, aSyn 5UTR inh -23, KLF5 inhibitor -54, IEC-6 tox -10, TRPC4 act inactive, MrgX1 antag inactive and HIF act 0.4.
For CN(C)CCNC(=O)c1ccc(COCC(F)(F)F)cc1 the results were TRPC4 block inactive, SKKanGAS inh -5, TRPC6 inh inactive, TRPC6 act inactive, TRPC4 potent inactive, aSyn 5UTR inh 0, KLF5 inhibitor -37, IEC-6 tox -4, TRPC4 act inactive, MrgX1 antag inactive and HIF act -0.4.
Screening CCOc1ccc(N(CC(=O)N2CCN(c3ccc(F)cc3)CC2)S(=O)(=O)c2c(C)noc2C)cc1 returned TRPC4 block inactive, SKKanGAS inh 0, TRPC6 inh inactive, TRPC6 act inactive, TRPC4 potent inactive, aSyn 5UTR inh -1, KLF5 inhibitor -25, IEC-6 tox 0, TRPC4 act inactive, MrgX1 antag inactive and HIF act -0.4.
Screening Cc1ccc(Cl)cc1N1CCN(Cc2nc3ccsc3c(=O)[nH]2)CC1 returned TRPC4 block inactive, SKKanGAS inh 2, TRPC6 inh inactive, TRPC6 act inactive, TRPC4 potent 28*, aSyn 5UTR inh 22, KLF5 inhibitor -38, IEC-6 tox -5, TRPC4 act inactive, MrgX1 antag inactive and HIF act 0.2.
Screening CC(C)OCCCNC(=O)c1ccccc1Oc1ccccc1 returned TRPC4 block inactive, SKKanGAS inh 6, TRPC6 inh inactive, TRPC6 act inactive, TRPC4 potent inactive, aSyn 5UTR inh -6, KLF5 inhibitor -15, IEC-6 tox -2, TRPC4 act inactive, MrgX1 antag inactive and HIF act -0.4.
O=C(COC(=O)c1c2c(nc3ccccc13)CCN(Cc1ccccc1)C2)Nc1c(F)cccc1F was read as TRPC4 block inactive, SKKanGAS inh 15, TRPC6 inh inactive, TRPC6 act inactive, TRPC4 potent inactive, aSyn 5UTR inh -5, KLF5 inhibitor -22, IEC-6 tox -6, TRPC4 act inactive, MrgX1 antag inactive and HIF act -0.1.
CCCN1C(=O)c2ccc(C(=O)NC3CCCCC3)cc2C1=O was read as TRPC4 block inactive, SKKanGAS inh -1, TRPC6 inh inactive, TRPC6 act inactive, TRPC4 potent inactive, aSyn 5UTR inh -20, KLF5 inhibitor -32, IEC-6 tox 3, TRPC4 act inactive, MrgX1 antag inactive and HIF act 0.3.
For CCCCOC(=O)c1cccc(NC(=O)CCC(=O)O)c1 the results were TRPC4 block inactive, SKKanGAS inh -9, TRPC6 inh inactive, TRPC6 act inactive, TRPC4 potent inactive, aSyn 5UTR inh 5, KLF5 inhibitor -35, IEC-6 tox 0, TRPC4 act inactive, MrgX1 antag inactive and HIF act -1.0.
Screening O=S(=O)(/C=C/c1ccccc1)N1CCN(c2nc(-c3cccnc3)nc3ccccc23)CC1 returned TRPC4 block inactive, SKKanGAS inh 34, TRPC6 inh inactive, TRPC6 act inactive, TRPC4 potent inactive, aSyn 5UTR inh -8, KLF5 inhibitor 8, IEC-6 tox 2, TRPC4 act inactive, MrgX1 antag inactive and HIF act -0.3.
`COc1cc(C(=O)OCC(=O)Nc2nnc(-c3ccccc3)o2)cc(OC)c1OC` gave TRPC4 block inactive, SKKanGAS inh 31, TRPC6 inh inactive, TRPC6 act inactive, TRPC4 potent inactive, aSyn 5UTR inh 10, TRPC4 act inactive, MrgX1 antag inactive and HIF act -0.4.
Cc1ccc(-n2cc(CNCCCN3CCCC3=O)c(-c3ccc(F)cc3)n2)cc1 was read as TRPC4 block inactive, SKKanGAS inh -1, TRPC6 inh inactive, TRPC6 act inactive, TRPC4 potent inactive, aSyn 5UTR inh 0, KLF5 inhibitor -28, IEC-6 tox 4, TRPC4 act inactive, MrgX1 antag inactive and HIF act 0.5.
For CS(=O)(=O)Nc1nc2n(n1)C(c1ccccc1)C=C(c1ccc(Br)cc1)N2 (stereo not drawn) the results were TRPC4 block inactive, SKKanGAS inh 20, TRPC6 inh inactive, TRPC6 act inactive, TRPC4 potent inactive, aSyn 5UTR inh -13, KLF5 inhibitor -14, IEC-6 tox -4, TRPC4 act inactive, MrgX1 antag inactive and HIF act 0.7.
`COc1ccc([C@@H]2C[C@@H](c3ccccc3)Oc3cc(OC)cc(OC)c32)cc1` gave TRPC4 block inactive, SKKanGAS inh -6, TRPC6 inh inactive, TRPC6 act inactive, TRPC4 potent inactive, aSyn 5UTR inh 15, TRPC4 act inactive and HIF act -0.3.
Screening CN1C(=O)C(C)(C)c2cc(S(=O)(=O)N3CCCC(C(=O)NCc4ccc(Cl)cc4)C3)ccc21 (stereo not drawn) returned TRPC4 block inactive, SKKanGAS inh -4, TRPC6 inh inactive, TRPC6 act inactive, TRPC4 potent inactive, aSyn 5UTR inh 9, KLF5 inhibitor 6, IEC-6 tox -6, TRPC4 act inactive, MrgX1 antag inactive and HIF act -0.4.
NC(=O)c1ccccc1N/C=C/C(=O)c1ccc(F)cc1 was read as TRPC4 block inactive, SKKanGAS inh 6, TRPC6 inh inactive, TRPC6 act inactive, TRPC4 potent inactive, aSyn 5UTR inh -65, KLF5 inhibitor -127, IEC-6 tox -4, TRPC4 act inactive and HIF act 7.9.

2 entries drawn at random from those above:
O=C(NCc1ccccc1Cl)c1cccc(OC2CCN(C(=O)C3CC3)CC2)c1 was read as TRPC4 block inactive, SKKanGAS inh 14, TRPC6 inh inactive, TRPC6 act inactive, TRPC4 potent inactive, aSyn 5UTR inh -2, KLF5 inhibitor -15, IEC-6 tox -3, TRPC4 act inactive, MrgX1 antag inactive and HIF act -0.1.
`COc1ccc([C@@H]2C[C@@H](c3ccccc3)Oc3cc(OC)cc(OC)c32)cc1` gave TRPC4 block inactive, SKKanGAS inh -6, TRPC6 inh inactive, TRPC6 act inactive, TRPC4 potent inactive, aSyn 5UTR inh 15, TRPC4 act inactive and HIF act -0.3.

The results go on:
O=C(NC1CCCN(Cc2ccc(Cl)cc2)C1)c1cnc2ccccn2c1=O (stereo not drawn) was read as TRPC4 block inactive, SKKanGAS inh 0, TRPC6 inh inactive, TRPC6 act inactive, TRPC4 potent inactive, aSyn 5UTR inh -11, KLF5 inhibitor -11, IEC-6 tox 4, TRPC4 act inactive, MrgX1 antag inactive and HIF act 0.1.
`CC12CCC(=O)N1C(C(=O)O)Cc1c2[nH]c2ccccc12` (stereo not drawn) gave TRPC4 block inactive, SKKanGAS inh -2, TRPC6 inh inactive, TRPC6 act inactive, TRPC4 potent inactive, aSyn 5UTR inh -1, KLF5 inhibitor -50, IEC-6 tox -5, TRPC4 act inactive, MrgX1 antag inactive and HIF act -0.2.
For CN(C)S(=O)(=O)c1ccc(C(=O)NCCC(=O)N2CCCC2)cc1 the results were TRPC4 block inactive, SKKanGAS inh -3, TRPC6 inh inactive, TRPC6 act inactive, TRPC4 potent inactive, aSyn 5UTR inh -25, KLF5 inhibitor -8, IEC-6 tox 2, TRPC4 act inactive, MrgX1 antag inactive and HIF act 0.2.
`Cc1cc(Br)c(NC(=O)CN2CCCC2)c(Br)c1` gave TRPC4 block inactive, SKKanGAS inh 3, TRPC6 inh inactive, TRPC6 act inactive, TRPC4 potent inactive, aSyn 5UTR inh -53, KLF5 inhibitor -41, IEC-6 tox 0, TRPC4 act inactive and HIF act 1.8.
`COc1cc(/C=C2\SC(=S)N(CC(=O)O)C2=O)ccc1OS(=O)(=O)c1ccc(C)cc1` gave TRPC4 block inactive, SKKanGAS inh -4, TRPC6 inh inactive, TRPC6 act inactive, TRPC4 potent inactive, aSyn 5UTR inh -21, TRPC4 act inactive, MrgX1 antag inactive and HIF act 0.2.
Cc1ccc2c(=O)c(C(=O)NCc3cccs3)c[nH]c2c1 was read as TRPC4 block inactive, SKKanGAS inh -5, TRPC6 inh inactive, TRPC6 act inactive, TRPC4 potent inactive, aSyn 5UTR inh -57, KLF5 inhibitor -29, IEC-6 tox -1, TRPC4 act inactive, MrgX1 antag inactive and HIF act 2.7.
O=C(Nc1cc(F)c(Br)cc1F)c1ccc(Cl)cc1 was read as TRPC4 block inactive, SKKanGAS inh 26, TRPC6 inh inactive, TRPC6 act inactive, TRPC4 potent inactive, aSyn 5UTR inh -152, KLF5 inhibitor -111, IEC-6 tox -2, TRPC4 act inactive, MrgX1 antag inactive and HIF act 4.7.
Screening COc1cc(C)c(C(C)C)cc1S(=O)(=O)N1CCN(C)CC1 returned TRPC4 block inactive, SKKanGAS inh -11, TRPC6 inh inactive, TRPC6 act inactive, TRPC4 potent inactive, aSyn 5UTR inh -1, KLF5 inhibitor 12, IEC-6 tox -1, TRPC4 act inactive, MrgX1 antag inactive and HIF act -0.1.
